Screening results as filed in PubChem.
TNFa cytotox = toxic to HUVEC cells under TNF alpha stimulation; HUVEC TNFalpha-stimulated, Hoechst cell count, imaging; cell count reduction, % at 2 µM; actives 0.17% (n = 93,000);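 active means cell count reduction exceeding the screen mean by over 5 SD, scaled to untreated wells per plate, cut at about 78% in these data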;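 further: cells counted after 24 h of TNF alpha exposure following the 1 h pretreatment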
ERb coact inh = blocks coactivator binding to human estrogen receptor beta. Q92731. TR-FRET ER-beta LBD / SRC1-Cy5 peptide binding; receptor agonist-loaded with 1 µM estradiol. inhibition, % at 25.6 µM. actives 1.3% (n = 86,000);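 active means compounds whose percent inhibition of the receptor-coactivator binding signal exceeds about 50% in the single-dose screen, limit read from the data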;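 further: 0% = receptor plus peptide wells without compound and 100% = peptide-only wells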
Target sequence (Q92731 whole entry, looked up, the tested form may be a part): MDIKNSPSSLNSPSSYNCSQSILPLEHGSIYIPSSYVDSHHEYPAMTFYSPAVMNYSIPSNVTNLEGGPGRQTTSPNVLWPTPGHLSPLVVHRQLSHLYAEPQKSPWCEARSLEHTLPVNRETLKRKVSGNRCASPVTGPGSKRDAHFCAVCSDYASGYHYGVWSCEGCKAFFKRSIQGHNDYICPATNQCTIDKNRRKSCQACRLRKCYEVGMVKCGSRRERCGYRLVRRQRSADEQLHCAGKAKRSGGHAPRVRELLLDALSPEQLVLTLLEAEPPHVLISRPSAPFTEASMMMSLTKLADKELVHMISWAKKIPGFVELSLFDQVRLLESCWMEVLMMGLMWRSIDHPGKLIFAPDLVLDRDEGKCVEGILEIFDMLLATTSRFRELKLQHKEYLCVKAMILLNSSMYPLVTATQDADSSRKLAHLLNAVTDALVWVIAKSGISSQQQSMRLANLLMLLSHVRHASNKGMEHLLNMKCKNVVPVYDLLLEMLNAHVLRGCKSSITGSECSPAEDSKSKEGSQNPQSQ
VCAM1 TNFa inh = reduces TNF alpha induced VCAM1 expression in HUVEC; HUVEC TNFa-induced VCAM-1 immunofluorescence, high-content imaging; inhibition, % at 2 µM; actives 0.48% (n = 95,000);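 active means inhibition above the batch mean plus 3 SD, with images confirmed as a hit by eye, cut at about 37% in these data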;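 further: 0% = TNF-stimulated DMSO wells and 100% = unstimulated control wells; not every result past the cut was called active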
Smad3 inh = Smad3 (human) transcription factor binding inhibition; P84022; TR-FRET Smad3/Dy647-FoxH1 peptide binding, europium anti-His; inhibition, % at 25 µM; actives 0.29% (n = 88,000); AID 630;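 active means compounds that reduce the energy-transfer binding signal between the protein and its labelled peptide by more than half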;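 further: 0% = Smad3 plus labelled peptide maximal FRET and 100% = peptide-only background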
sEH inhibitor = inhibitors of human soluble epoxide hydrolase; recombinant human sEH enzymatic activity assay; P34913; actives 0.34% (n = 91,000); inhibition, % at 2 µM; in the data active means inhibition above about 80%; further: values of inactives mirror those of a sister screen read the other way; many of its hits are not listed in these tables
Target sequence (P34913 whole entry, looked up): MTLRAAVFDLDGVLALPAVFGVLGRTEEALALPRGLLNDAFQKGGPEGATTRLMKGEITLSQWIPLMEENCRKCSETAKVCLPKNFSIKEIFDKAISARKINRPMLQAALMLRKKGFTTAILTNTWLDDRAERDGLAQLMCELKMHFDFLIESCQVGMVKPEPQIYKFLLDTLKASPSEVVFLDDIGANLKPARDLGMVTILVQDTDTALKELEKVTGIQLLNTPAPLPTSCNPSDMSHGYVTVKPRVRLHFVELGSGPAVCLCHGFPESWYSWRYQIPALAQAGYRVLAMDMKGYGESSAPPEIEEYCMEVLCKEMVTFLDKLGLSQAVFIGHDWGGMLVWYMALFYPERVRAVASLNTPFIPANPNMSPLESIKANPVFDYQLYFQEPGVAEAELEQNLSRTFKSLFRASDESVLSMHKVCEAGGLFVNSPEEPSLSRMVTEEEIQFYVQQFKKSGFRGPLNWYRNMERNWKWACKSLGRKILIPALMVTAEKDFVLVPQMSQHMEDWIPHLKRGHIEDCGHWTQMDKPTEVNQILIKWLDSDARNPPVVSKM
IL1B cytotox = toxic to HUVEC cells under IL-1B stimulation; HUVEC cell count loss, Hoechst imaging, IL-1B stimulated; cell count reduction, % at 2 µM; actives 0.41% (n = 94,000); AID 845;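 active means cell count reduction more than 3 SD above the screen-wide mean, cut at about 70% in these data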;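 further: normalized per plate to untreated control cells as the no-loss baseline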
sEH activator = increases human soluble epoxide hydrolase activity; actives 0.04% (n = 91,000); purified human sEH enzymatic activity, activator screen; activation, % at 2 µM; AID 717; P34913; in the data active means activation above about 37%; further: values of inactives mirror those of a sister screen read the other way
Candida biofilm = kills Candida albicans biofilms; inhibition, % at 6 µM; actives 0.14% (n = 85,000); C. albicans biofilm + clotrimazole, Alamar Blue; AID 834;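 active means inhibition above 20%; inactive means inhibition below 20%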;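 further: preformed 24 hr biofilms exposed to compound for 48 hr; 0% = biofilm without compound and 100% = blank killed by clotrimazole plus chlorhexidine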
cytoskel mod = cytoskeleton assembly modification; inhibition, % at 2 µM; AID 836; actives 0.18% (n = 91,000); HUVEC TNFa F-actin phalloidin imaging, high content;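 active means inhibition above the batch mean plus 3 SD and confirmed as a hit by visual image inspection, cut at about 30% in these data, passing the limit was not always enough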; further: strong numbers were not always called active
* = called active by the depositor; x = not tested or not shown; [ ] = another dose, or the depositor's remark. Only part of the results is shown; the hit share may differ from the screen's.

The line under a structure holds: TNFa cytotox	ERb coact inh	VCAM1 TNFa inh	Smad3 inh	sEH inhibitor	IL1B cytotox	sEH activator	Candida biofilm	cytoskel mod
CCOc1ccc(C(=O)NC2CCN(C(=O)Nc3ccccc3OC)CC2)cc1
→ 7.9	-8.4	-14.1	3.7	-16.9	5.7	15.8	7.2	-0.9
CCN(CC)S(=O)(=O)c1ccc2[nH]cc(C(=O)NCCN3CCCCC3C)c(=O)c2c1 (stereo unspecified)
→ -22.3	-9.9	9.6	9.1	-19.6	8.1	20.3	2.1	-4.2
CN(C)Cc1cc(CCNC(=O)c2ccc(Cl)cc2)ccc1O
→ -15.2	6.3	8.6	2.2	x	x	x	4.5	4.1
Brc1ccc(C2Nc3cccc4cccc(c34)N2)o1
→ 2.2	5.6[fluorescence artefact?]	4.3	3.9	3.4	-24.9	0.6	6.9	-12.8
Brc1c(CSc2nnc(-c3ccco3)o2)nc2ccccn12
→ 0.0	-6.2	-7.7	-0.1	-11.8	-5.9	11.2	8.8	10.0
Cc1cc(C)n(-c2cccc3cccnc23)n1
→ -14.3	27.8	3.8	1.0	6.0	-23.1	-4.8	7.8	-6.8
CC(C)c1c(O)nc(SCC(=O)N2CCOCC2)[nH]c1=O
→ -19.5	10.0	-1.8	-6.0[fluorescence artefact?]	-7.9	-80.9	5.9	-0.3	10.8
COc1cc(C2C(C(C)=O)=C(O)C(=O)N2CCc2ccc(OC)c(OC)c2)ccc1O (stereo unspecified)
→ -24.9	2.6	16.3	1.9	x	-23.8	x	8.0	11.7
COC(=O)NCC1(C)CC(NC(=O)OC)CC(C)(C)C1 (stereo unspecified)
→ 0.0	-6.6	16.7	10.6	19.8	-37.4	-17.3	3.7	-13.7
Cc1ccc(O)c(C2=NCCNC(C(F)(F)F)=C2)c1
→ -2.3	-11.0	7.9	-0.4	-2.5	-5.2	1.2	2.1	-7.8
CCOc1ccc(NC(=O)CCC(=O)OC)cc1
→ -36.1	-4.2	12.0	5.2	-2.7	6.6	4.0	9.7	-1.4
NC(=O)C1CCN(CCCNC2CC(=O)N(Cc3ccc(N4CCCC4=O)cc3)C2=O)CC1 (stereo unspecified)
→ -14.6	x	-2.2	x	-11.5	-22.2	11.2	x	-8.8
COC(=O)c1cc(=O)n(Cc2ccc3c(c2)OCO3)c(=Nc2ccc(F)cc2)s1
→ -12.0	9.0[fluorescence artefact?]	23.1	10.6	x	3.5	x	12.7	-6.2
CC1(C)SC2c3ccccc3C(=O)N2[C@@H]1C(=O)NCCCN1CCOCC1 (stereo partly specified)
→ -16.5	-8.3	9.8	5.1	15.4	-1.2	-14.8	2.6	-10.3
Nn1c(COc2ccccc2)nc2ccccc2c1=O
→ -23.4	-0.8	-5.7	1.1	10.4	12.9	-11.6	7.3	52.5
C=CCNC(=O)c1onc(CSc2ccc(C(C)C)cc2)c1C(=O)O
→ -38.3	x	2.4	x	-6.2	3.9	12.5	x	29.1
Cc1ccccc1-c1nnc(SCC(=O)NC2CCCCC2)o1
→ -21.8	-12.6	3.8	15.3	20.4	34.8	-15.9	6.5	-1.9
c1ccc(-c2noc(-c3ccncc3)n2)nc1
→ -20.4	-1.0	18.3	-6.5	-3.0	-36.0	2.9	1.7	-10.9
Cc1ccc(C)n1-c1sccc1C(=O)O
→ -25.2	60.0*	-8.9	1.7	5.9	-1.9	-6.4	0.6	-0.5
CCCN(Cc1ccccc1)C(=O)Nc1ccc2c(c1)nnn2C
→ -19.3	-22.6[fluorescence artefact?]	-1.2	3.8	3.1	-35.1	0.6	4.1	5.2
Cc1occc1-c1nnc(SCC(=O)Nc2nc3ccccc3s2)o1
→ -40.1	19.4	8.9	8.0[fluorescence artefact?]	9.0	-24.1	-9.2	3.5	-12.9
CC(=O)Nc1ccc(S(=O)(=O)N2CCC(N(C)CCC(C)C)CC2)cc1
→ 13.4	0.4[fluorescence artefact?]	0.2	0.8	6.4	-1.5	-6.7	8.0	-0.4
CCSc1ncnc2c1sc1nc(-c3ccco3)c3c(c12)CC(C)(C)OC3
→ -25.8	10.5	5.7	-16.8	-11.2	12.1	9.5	-1.0	-13.9
O=C(COC(=O)c1cc(S(=O)(=O)N2CCc3ccccc3C2)ccc1Cl)NCc1ccco1
→ -18.4	13.7	-10.4	14.7[fluorescence artefact?]	20.3	-103.0	-21.0	2.9	11.6
O=c1oc2ccccc2c(Nc2cccc3ccccc23)c1[N+](=O)[O-]
→ -33.1	0.2[fluorescence artefact?]	0.6	2.4	-28.0	3.2	28.8	11.6	20.2
CC1CCCC(C)N1C(=O)CSc1nc2ccccc2s1 (stereo unspecified)
→ 2.1	-0.6	10.6	2.9	1.9	5.3	-1.8	4.8	-7.0
Cn1c(=O)c2c(nc(SCc3cccnc3)n2Cc2ccc(F)cc2)n(C)c1=O
→ -10.3	3.6	9.2	2.5	-15.1	-22.8	14.7	7.8	-49.2
COc1ccc(NC(=O)c2cccs2)cc1NC(=O)c1ccco1
→ 3.1	-4.9	15.4	3.8	-14.6	-18.6	13.3	4.9	-32.8
CCN(CC(=O)Nc1ccc2c(c1)OCCO2)C(=O)CC1CCCC1
→ -15.2	x	-17.5	x	0.2	-10.6	2.5	x	5.3
Cn1c(NCc2c[nH]c3ccccc23)nc2ccccc21
→ -25.3	1.0	57.5*	7.1	2.5	-12.0	-0.9	4.7	x
O=C(CCC(=O)OCC(=O)c1cccc([N+](=O)[O-])c1)Nc1ccccc1Cl
→ 0.4	x	25.1	x	13.7	-3.5	-12.4	x	-21.8
Cc1cc(C(=O)CSc2nc3ccccc3c(=O)[nH]2)c(C)n1C
→ -24.4	22.6[fluorescence artefact?]	4.3	14.1	3.4	-27.0	-6.1	4.6	10.9
COc1ccc(N(CC(=O)NCc2ccc3c(c2)OCO3)S(C)(=O)=O)cc1OC
→ -23.4	0.6[fluorescence artefact?]	4.0	13.5[fluorescence artefact?]	1.8	-98.5	-3.7	4.6	-8.9
CC(C)OCCCNC(=O)c1c(N)n(/N=C/c2ccccn2)c2nc3ccccc3nc12
→ -20.3	-16.7[fluorescence artefact?]	8.8	-8.1	-14.4	-33.7	16.3	-2.2	16.8
CC1Cc2nc(SCC(=O)Nc3ccc4c(c3)OCCO4)n(C)c(=O)c2S1 (stereo unspecified)
→ -10.9	22.7	31.8	2.1	1.9	-7.5	1.3	4.8	4.1
O=c1c([N+](=O)[O-])c(NC2CCCCC2)c2ccccc2n1-c1ccccc1
→ -8.3	9.4	2.8	-5.4	-5.0	-23.4	5.0	1.8	-10.1
CCC(C)(C)n1nnnc1C(c1cccc(C#N)c1)N1CCN(c2cccc(C)c2C)CC1 (stereo unspecified)
→ -17.3	-3.8	-0.2	-0.9	x	-11.4	x	6.0	0.1
CC(C)=CCC/C(C)=C/C=N/NC(=O)c1ccccc1[N+](=O)[O-]
→ 6.3	x	-1.6	x	5.2	x	-5.2	x	-8.0
CC(=O)Nc1ccc(S(=O)(=O)Nc2ccc(S(=O)(=O)N3CCCCCC3)cc2)cc1
→ 3.7	9.4	25.7	-12.1	3.0	-6.6	-2.9	1.1	-4.9
CCOC(=O)N1CCN(c2c(F)cc3[nH]c(=S)[nH]c3c2Br)CC1
→ -7.6	-3.6	-9.7	5.9	9.9	-23.0	-7.2	x	-0.5

An excerpt of these results, as labelled records.
CC(=O)Nc1ccc(S(=O)(=O)N2CCC(N(C)CCC(C)C)CC2)cc1
  TNFa cytotox: 13.4; ERb coact inh: 0.4[fluorescence artefact?]; VCAM1 TNFa inh: 0.2; Smad3 inh: 0.8; sEH inhibitor: 6.4; IL1B cytotox: -1.5; sEH activator: -6.7; Candida biofilm: 8.0; cytoskel mod: -0.4

CCSc1ncnc2c1sc1nc(-c3ccco3)c3c(c12)CC(C)(C)OC3
  TNFa cytotox: -25.8; ERb coact inh: 10.5; VCAM1 TNFa inh: 5.7; Smad3 inh: -16.8; sEH inhibitor: -11.2; IL1B cytotox: 12.1; sEH activator: 9.5; Candida biofilm: -1.0; cytoskel mod: -13.9

Next part
The line under a structure holds: TNFa cytotox	ERb coact inh	VCAM1 TNFa inh	Smad3 inh	sEH inhibitor	IL1B cytotox	sEH activator	Candida biofilm	cytoskel mod
O=C1[C@@H]2Cc3ccccc3CN2C(=O)N1c1cccc(F)c1
→ x	-0.4	x	-3.4	-0.2	5.4	1.5	-1.0	-13.8
CCCC(=O)c1cn(CC(=O)OC)c2ccccc12
→ -14.7	-20.1	-1.2	5.3	x	12.4	x	7.0	-4.1
CCOC(=O)C1CCN(C(=O)c2cn(-c3ccccc3)nc2-c2cccnc2)CC1
→ -3.5	-7.6	-10.3	0.5	x	2.0	x	1.2	-13.3
COCC(=O)N(Cc1ccc(OC)cc1)Cc1nc2ccccc2c(=O)[nH]1
→ -14.9	x	-14.4	x	-10.9	37.5	13.2	x	10.8
O=C(Cc1nn[nH]n1)NCCC1=CCCCC1
→ 11.3	-0.5	17.9	13.2	3.7	-27.4	-6.9	5.0	-6.6
COc1cc(C2=NOC(C(=O)NCc3ccco3)C2)cc(OC)c1OC (stereo unspecified)
→ -26.2	-8.4	7.8	4.4	x	-9.5	x	7.1	-13.9
CS(=O)(=O)N1CCC(C(=O)Nc2ccc(Br)cc2F)CC1
→ -19.7	-7.1	4.0	-4.9	0.5	-20.2	-0.7	-1.4	15.8
COc1cc(C(C#N)N2N=C(c3ccccc3)CC2c2ccccc2)ccc1O (stereo unspecified)
→ -5.1	x	-6.8	x	2.1	-0.3	-1.5	x	-0.3
Cc1cc(C)n(CC(=O)N/N=C/c2ccc(C)o2)n1
→ 4.8	16.2	15.0	0.0	-6.5	-9.3	9.6	6.6	-7.1
CC1CCN(S(=O)(=O)c2ccc(NC(=O)CN3CCN(c4ccccc4)CC3)cc2)CC1
→ 0.7	2.4	-2.0	4.5	9.1	-0.4	-11.3	8.4	-3.7
C=CCNc1nc(-c2ccc(O)c(C(N)=O)c2)cs1
→ 22.4	13.3[fluorescence artefact?]	-1.6	-6.5	-15.6	6.7	13.6	4.5	-0.5
O=C(Oc1ccc(Cl)c2cccnc12)N1CCOCC1
→ -24.3	x	-3.7	x	6.6	-8.4	-6.7	x	-6.3
CCOC(=O)CN1C(=O)COc2ccc(C(C)(C)C)cc21
→ -2.8	x	9.6	x	-12.3	-17.1	11.2	x	-17.7
O=C(c1ccccc1)c1nn(-c2ccccc2)c(=O)cc1C(F)(F)F
→ -35.0	x	0.3	x	3.5	-14.4	-3.9	x	7.3
CC(=O)Oc1ccc(C(=O)Nc2nccs2)cc1
→ -8.2	-4.5	21.6	5.6	4.6	2.3	-0.5	2.2	-22.9
O=C(CN1CCN(CC(=O)Nc2ccccc2C(F)(F)F)CC1)Nc1ccccc1F
→ 33.0	-14.2	14.6	-0.9	6.3	-3.1	-7.0	3.7	-9.4
CC(=O)Nc1ccc(C(=O)OC2CCCCC2=O)cc1 (stereo unspecified)
→ -20.7	x	-6.6	x	-13.6	-1.7	11.7	x	14.2
O=C(NCCC(=O)N1CCN(c2ncccn2)CC1)c1ccccc1Cl
→ -9.4	x	11.3	x	-15.1	-7.4	16.0	x	15.9
COc1ccccc1N1CCN(C(=O)Nc2cccc(Cl)c2)CC1
→ 5.9	-1.1	11.8	14.2	4.8	7.3	-8.1	0.0	-15.4
CCCC(=O)NCc1ccc2c(c1)cc(C)n2C
→ -29.5	-5.0	-21.9	-0.1	x	-13.5	x	1.5	-19.4
CC(=O)Nc1ccc(NC(=O)C(C)n2nc([N+](=O)[O-])c(Br)c2C)cc1 (stereo unspecified)
→ -3.1	x	18.2	x	-2.2	-13.9	4.0	x	21.4
CC(C)=CC(=O)OCC(=O)Nc1ncc(Cl)c(C)c1Cl
→ -1.8	31.3	-1.7	-4.1	x	-6.3	x	5.3	-12.8
CCN1C(=O)C(CC(=O)Nc2ccc(OC)cc2)N(Cc2cccs2)C1=S (stereo unspecified)
→ -20.7	x	4.8	x	-17.5	29.3	16.1	x	-9.8
COc1ccc(CNC(=O)CN2C(=O)C(C)N(c3ccc(C)cc3)C2=O)cc1 (stereo unspecified)
→ -4.4	-14.6	1.8	6.7[fluorescence artefact?]	-4.8	18.9	1.8	-3.4	x
